FBPA coupling cs – coupling enzyme interference in Giardia aldolase counter-screen | coupling enzyme system counterscreen, AmpLite Red fluorescence | activity change, negative = inhibition, % at 58.2 µM, hits read low | 290,000 compounds, 0.67% hits | AID 2472; in the data active means activity change below about -30%
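Counterscreen lacking aldolase: glyceraldehyde-3-phosphate coupling-enzyme reagent preincubated 10 min at RT with compound (at 57.5 uM final), then substrate/coupling system with AmpLite Red added; fluorescence read at 525/598 nm after 20 min RT.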
GALK inh – inhibitors of human galactokinase | P51570 | Purified GALK, Kinase-Glo residual ATP luminescence | Potency, µM (doses to about 57.5 µM), inactives show at the highest dose activity change, negative = inhibition, usual class: inhibitors | 270,000 compounds, 0.007% hits | AID 1868; further: potency means the concentration at half of the fitted maximal effect
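Kinase-Glo Plus luminescence measured ATP left after a 1 h room-temperature reaction. The reaction used 5 nM GALK, 100 uM galactose and 35 uM ATP at pH 8.0 (20 mM HEPES, 5 mM MgCl2, 60 mM NaCl, 1 mM DTT, 0.01% BSA).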
USP2a block – blocks human ubiquitin-specific protease USP2a; 330,000 compounds, 0.01% hits; USP2 core, Ub-CHOP2 coupled fluorogenic reporter, 485/531; Potency, µM (highest dose often 38.3 µM), without a hit: top-dose activity change, negative = inhibition, hits mostly inhibitors;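 further: potency means the concentration at half of the fitted maximal effect; plate controls were DMSO wells for no effect and full inhibition by NEM control for full effect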
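Deubiquitinase activity read as fluorescence (485/531 nm) after Ub-CHOP2 cleavage activates the enterokinase reporter on its substrate; USP2 core 10nM, Ub-CHOP2 and substrate 25nM each, 30min compound preincubation then 60min RT; data normalized to NEM, curves fitted.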
BCR signal inh – chronic active BCR signaling inhibition; 340,000 compounds, 0.05% hits; ABC-DLBCL IkBa-CBG/CBR reporter, luminescence ratio, 4 h; Potency, µM (highest dose often 46.1 µM), without a hit: at the highest dose ratio change, negative = lower green/red ratio, actives largely listed as inhibitors; AID 493014; active means well fitted inhibition curve with a large enough effect in the signal ratio, with a control signal flat, not every such curve was filed as active; inconclusive means small, poorly fitted or top-dose-only effect, or effect the other way, or a change in a side signal; the % refers to the signal ratio;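 further: potency means the concentration at half of the fitted maximal effect; plate controls were basal doxycycline-induced cells for no effect and cells given 10 µM MG132 for full effect; MG132 reads +100%, hits lower the ratio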
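Concentration-response series (up to 46 uM) were applied to TMD8 dual-reporter cells for 4 h at 37C with doxycycline. Green/red ratio, after filter-overlap correction, defined %Activity; red signal alone was normalised to basal cells and zero luminescence.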
Giardia kill – Giardia lamblia killing | AID 540267 | Giardia lamblia trophozoite viability | 340,000 compounds, 0.15% hits | activity change, % at 7.66 µM, hits read low; in the data active means activity change below about -80%; inconclusive means between about -30% and that limit;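 further: parasites exposed to compound for two days anaerobically before the ATP read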
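Trophozoites 100 cells/well + cpd; 48 hrs, 37 deg C, anaerobic. ATPLite 1-Step added, 15-30 min RT, luminescence read (ATP-based viability).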
PKM2 activator – PKM2 (human) enzyme activation | Potency, µM (doses to about 57.5 µM), for the others: at the top dose activation, most hits filed as activators | AID 1631 | 260,000 compounds, 0.34% hits | purified PKM2, Kinase-Glo ATP luminescence, activation; response scale: 0% is enzyme alone, no compound; further: potency means the concentration at half of the fitted maximal effect; nearly all actives have a fitted effect of over 55% in size
Target sequence (P14618 whole entry, looked up): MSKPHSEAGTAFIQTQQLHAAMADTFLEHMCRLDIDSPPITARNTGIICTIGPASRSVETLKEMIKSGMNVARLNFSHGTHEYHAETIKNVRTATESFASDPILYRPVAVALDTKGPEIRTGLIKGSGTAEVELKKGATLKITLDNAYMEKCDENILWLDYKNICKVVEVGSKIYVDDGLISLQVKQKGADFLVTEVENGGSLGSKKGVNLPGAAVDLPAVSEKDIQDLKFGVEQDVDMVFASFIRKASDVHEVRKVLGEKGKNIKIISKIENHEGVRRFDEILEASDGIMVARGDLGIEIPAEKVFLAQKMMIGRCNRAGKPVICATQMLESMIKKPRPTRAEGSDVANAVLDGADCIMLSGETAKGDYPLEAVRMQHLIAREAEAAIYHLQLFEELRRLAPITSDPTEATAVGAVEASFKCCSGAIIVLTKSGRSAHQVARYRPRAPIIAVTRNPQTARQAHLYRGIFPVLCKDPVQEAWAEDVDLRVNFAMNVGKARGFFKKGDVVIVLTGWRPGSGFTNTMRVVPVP
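Purified hPK-M2 (>95% pure) converted ADP (0.1 mM final) to ATP with 0.5 mM PEP in 50 mM imidazole pH7.2, KCl, MgCl2, Tween 20, BSA; 1 h at room temperature. ATP detected by Kinase-Glo luminescence.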
uPA generation – blocks generation of uPA at the cell surface | 330,000 compounds, 0.31% hits | Potency, µM (top dose mostly 38.3 µM), inactives show at the highest dose activity change, negative = inhibition, hits mostly inhibitors | cell surface uPA generation assay, qHTS; active means well fitted inhibition curve with a large enough effect; inconclusive means small, poorly fitted or top-dose-only effect; inactive means no such curve, though single readings can be large or run the other way; tested in mouse RAW 264.7 cells; further: potency means the concentration at half of the fitted maximal effect; nearly all actives have a fitted effect of over 55% in size
Eya2 phos inh – blocks the phosphatase activity of human Eya2. O00167. recombinant Eya2, OMFP fluorescence dephosphorylation (OMFP is methylfluorescein phosphate). Potency, µM (highest dose often 76.9 µM), for the others: at the top dose activity, negative = inhibition, usual class: inhibitors. 330,000 compounds, 0.006% hits. AID 488837; further: potency means the concentration at half of the fitted maximal effect
Target sequence (O00167 whole entry, looked up): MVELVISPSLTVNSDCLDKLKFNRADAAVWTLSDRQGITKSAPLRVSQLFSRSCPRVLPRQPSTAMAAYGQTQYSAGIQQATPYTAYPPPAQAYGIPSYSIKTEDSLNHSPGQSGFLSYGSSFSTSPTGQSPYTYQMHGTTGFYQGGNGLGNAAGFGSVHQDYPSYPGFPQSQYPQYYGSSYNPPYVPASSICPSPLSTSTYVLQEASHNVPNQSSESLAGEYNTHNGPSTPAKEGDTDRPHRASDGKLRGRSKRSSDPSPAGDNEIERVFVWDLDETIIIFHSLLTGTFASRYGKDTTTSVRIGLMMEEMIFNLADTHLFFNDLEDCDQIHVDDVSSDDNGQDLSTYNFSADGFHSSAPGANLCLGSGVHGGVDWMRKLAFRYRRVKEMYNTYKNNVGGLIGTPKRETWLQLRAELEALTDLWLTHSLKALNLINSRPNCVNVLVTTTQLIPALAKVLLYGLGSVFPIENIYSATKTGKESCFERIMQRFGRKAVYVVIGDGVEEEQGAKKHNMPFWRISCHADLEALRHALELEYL
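Eya2 protein (added as 0.2 uM solution) was preincubated with compound for 10 min at ambient temperature in 50 mM HEPES pH 7.5, 50 mM NaCl, 5 uM MgCl2, 0.05% BSA, 1 mM DTT. OMFP (added at 50 uM) then reacted 10 min; fluorescence read at 485/525 nm.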
KCNH2 WT inh – KCNH2 (human, wildtype) channel inhibition; Q12809; U2OS, BacMam KCNH2, thallium flux FluxOr; stronger effect = lower value; activity change, % at 1.84 µM; 340,000 compounds, 0.37% hits; AID 720551;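 active means maximum activity change below -70%; inconclusive means maximum activity change between -70% and -50%; inactive means maximum activity change above -50%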
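U2OS cells were transduced with wild-type KCNH2 virus (2.03 x 10^8 / mL) for 4 h at room temperature, then cultured overnight at 37 C. Thallium flux was read with FluxOr dye. Rate constants were normalized to DMSO controls.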
KCNH2 3.1 inh – KCNH2 3.1 (human) potassium channel inhibition | activity change, % (tested at about 1.8 µM) | 340,000 compounds, 0.95% hits | AID 720553 | U2OS KCNH2 3.1, thallium flux FluxOr; stronger effect = lower value;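 active means maximum activity change below -70%; inconclusive means maximum activity change from -70% to -50%; inactive means maximum activity change above -50%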;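 further: thallium influx rate constant from kinetic fluorescence after stimulation buffer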
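Steps: virus added to U2OS suspension (4 h, RT, dark); medium with 10% FBS added, cells plated, 37 C overnight; FluxOr/Red40 loading buffer 45 min RT; stimulation buffer, 2 min kinetic read; rate constant normalized.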
B2AR arrestin – recruits beta-arrestin to the human beta2-adrenergic receptor; beta-arrestin recruitment to beta2AR, cell-based reporter; Potency, µM (top dose mostly 46.1 µM), for the others: at the highest dose activation, actives largely listed as activators; 330,000 compounds, 0.02% hits; AID 492947;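 further: potency means the concentration at half of the fitted maximal effect; 0% = DMSO controls and full agonism = EC100 isoproterenol or metaproterenol; nearly all actives have a fitted effect of over 65% in size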
* hit, by the source's call; ? = inconclusive; · = not tested or not shown; & = joins results of further samples; [ ] = dose if it differs, or a comment. Unless noted, the call rests on the fitted dose curve; in most records, active means well fitted curve in the direction sought with a large enough effect; inconclusive means small, poorly fitted or top-dose-only effect, or another doubt; inactive means no such curve, though single readings can be large; an effect the other way counts as inactive or inconclusive. Unless noted, on the % scale 0 is the no-effect control and ±100 the full control effect.

SMILES	FBPA coupling cs	GALK inh	USP2a block	BCR signal inh	Giardia kill	PKM2 activator	uPA generation	Eya2 phos inh	KCNH2 WT inh	KCNH2 3.1 inh	B2AR arrestin
COc1ccc(C2CC(C(F)(F)F)n3nc(C(=O)O)c(Cl)c3N2)cc1OC (stereo not given)	5	0%	-3%	-1%	-5	?	7%	10%[15.4 µM]	9	7	0.1%
O=C(Nc1ccc2c(c1)OCCO2)N1CCN(c2ccc(F)cc2)CC1	1	0%	1%	-1%	14	1%	·	1%	2	-18	-0.4%
C/C(=N\NC(=O)C1COc2ccccc2O1)c1ccccn1 (stereo not given)	-1	0%	1%	?	-30	-12%	4%	0%	-1	2	-0.3%
Nc1c(C(=O)NCC2CCCO2)sc(=S)n1-c1ccccc1 (stereo not given)	-8	0%	3%	-1%	-7	-7%	-1%	6%[15.4 µM]	-7	-9	0.0%
O=C1N(c2ccccc2)C(c2ccccc2)N2CCCN12 (stereo not given)	-3	1%	0%	-6%	2	-9%	7%	-9%	-4	31	-0.3%
COc1ccc(NC(=O)CN2CCN(CC(=O)Nc3ccc(F)cc3)CC2)cc1Cl	0	-1%	-1%	-8%	-4	·	-9%	-24%	2	-91*	-0.1%
O=C(Nc1ccc(N2CCOCC2)cc1)Nc1ccc(Cl)c(Cl)c1	2	0%	-1%	-4%	11	-5%	·	-13%	9	-28	0.1%
COc1cccc(N2CCN(C(=O)c3ccc(=O)oc3)CC2C)c1 (stereo not given)	15	2%	0%	-2%	1	-3%	5%	18%	-6	0	0.1%
Cc1cccn2c(=O)nc(SCC(=O)NCc3ccccc3)nc12	·	·	1%	?	-20	·	2%	-4%	0	2	0.0%
O=C(NCc1ccc(Cl)cc1)C1CCC(=O)N(C2CCCCCC2)C1 (stereo not given)	·	3%	-4%	3%	12	-1%	6%	-15%	6	3	-0.8%
CC(NC(=O)c1noc2c1CCCCC2)c1ccccc1 (stereo not given)	0	-2%	3%	?	-7	-17%	-1%	-1%	4	11	1.1%
NS(=O)(=O)c1ccc(CCNC(=S)NC2CCCCC2)cc1	1	1%	3%	-1%	2	0%	1%	3%	8	2	0.0%
CCOCCCNC(=O)/C(C#N)=C/c1ccc(C)o1	-4	-2%	2%	0%	-18	?	6%	-5%	-12	8	-0.8%
CCNC(=O)Nc1nc2ccccc2s1	1	3%	-1%	?	-17	-8%	1%	3%	-2	0	-0.4%
CC(=O)c1cc(-c2ccccc2)n(CCC(=O)NC(C)(C)C)c1C	4	5%	3%	?	-5	-2%	3%	1%	-8	·	0.0%
COc1ccc(NC(=O)C2CCN(C(=O)C3CC(=O)N(c4ccc(C)cc4)C3)CC2)cc1 (stereo not given)	2	-1%	2%	?	-7	-2%	-2%	5%	5	1	0.2%
CC1(C)CC2CC(C)(CN2C(=O)NC(=O)c2ccccc2)C1 (stereo not given)	-1	-1%	3%	12%	1	1%	?	-8%	-2	-8	-1.4%
CC(OC(=O)C1=COCCO1)C(=O)NC(C)c1ccc(Cl)cc1Cl (stereo not given)	·	·	0%	0%	-4	·	-20%	2%	1	-1	-0.6%
CCCCC(=O)NC1=NC(=O)C(C)(C)S1	-5	-4%	1%	2%	4	-4%	·	-31%	-1	-3	-0.1%
CCn1nc(C)cc1-c1n[nH]c(=S)n1N	-2	1%	2%	-7%	2	3%	0%	9%	4	0	-0.2%
COc1ccc(NC(=O)CN2C(=O)CSc3ccc(S(=O)(=O)N4CCCC4)cc32)cc1OC	-2	0%	-1%	?	8	·	6%	0%	-15	3	3.2%
COc1cccc(Cn2cc(/C=N/NC(=O)c3cc(O)cc(O)c3)c3ccccc32)c1	·	-2%	-8%	?	1	-1%	5%	-3%	3	0	-0.6%
COCCN1C(=O)N[C@@H](c2ccccc2)C(C(C)=O)=C1C	3&1	·	1%	4%	-17	1%	-1%	0%	-16	-5	-0.1%
Cc1ccc(NC(=O)COc2ccc(Br)cc2C)cc1	2	0%	0%	5%	-5	1%	1%	-8%	12	-11	2.2%
CC(=O)c1ccc(NC(=O)c2ccc(S(=O)(=O)c3ccccc3)cc2)cc1	0	1%	-5%	0%	28	-8%	-5%	-9%	-4	0	-0.4%
Cn1nc(NC(=O)CC23CC4CC(CC(C4)C2)C3)c2c(F)cccc21	2	1%	16%	1%	7	-2%	-21%	0%	-6	13	-0.9%
CCN(CC)c1ccc(/C=N/N2CCN(Cc3ccccc3Cl)CC2)cc1	3	0%	1%	7%	14	1%	1%	-1%	-6	-24	0.0%
CCC(C)(C)n1nnnc1C(c1ccc(Cl)cc1)N1CCN(C)CC1 (stereo not given)	0	1%	0%	20%	8	?	2%	-7%	26	-32	-1.0%
Cc1cccc(C)c1NC(=O)CN(C)C(=O)c1ccc(COc2ccccc2)cc1	-1	3%	-5%	-4%	-27	3%	3%	-6%	-18	9	-0.8%
O=C(CSc1nc2cc(Cl)ccc2c(=O)n1Cc1ccco1)Nc1ccc(S(=O)(=O)N2CCOCC2)cc1	0	1%	3%	5%	3	8%	-5%	-1%	-15	-75*	-0.3%
CCOc1ccc(NS(=O)(=O)c2ccc(C(=O)N3CCCCCC3)cc2)cc1	·	·	-5%	-29%	0	·	-5%	-26%	35	20	-0.6%
O=C(CCS(=O)(=O)c1ccccc1)N1CCN(c2ccccc2)CC1	·	-4%	2%	4%	-9	0%	2%	-1%	-5	·	0.4%
CCCCS(=O)CC(O)COc1ccc(C(C)(C)C)cc1 (stereo not given)	9	1%	2%	-14%	9	-15%	-12%	9%	18	6	0.0%
C/C(N)=C(/C#N)C(=O)COc1ncnc2ccccc12	0	0%	1%	3%	-10	0%	-6%	2%	-2	12	0.0%
COc1ccc(N2C(=O)[C@@H]3[C@H](C2=O)[C@H]2c4ccccc4C=CN2[C@@H]3C(C)=O)cc1	-42*	-3%	4%	-7%	-22	3%	-2%	10%	4	-14	-0.8%
O=C(NC(=S)Nc1ccccc1N1CCOCC1)c1ccc(-c2cccc(Cl)c2)o1	2	-4%	2%	-9%	10	-4%	0%	1%	-7	9	-0.3%
Cc1cc(N2C(=O)C(O)=C(C(=O)c3ccc(C)o3)C2c2ccc(OCc3ccccc3)cc2)no1 (stereo not given)	·	-5%	-2%	11%	1	·	0%	1%	-2	28	0.3%
COC(=O)c1ccc(C(=O)N=c2sccn2C)cc1	0	-1%	1%	?	-12	-13%	-2%	8%	-5	-6	-0.6%
CCCc1nc2nc(C)c(NS(=O)(=O)c3ccc4c(c3)CCCC4)c(=O)n2[nH]1	12	6%	0%	9%	4	1%	2%	0%	-2	-3	-0.2%
CCCC(=O)NCCc1cc2ccc(C)c(C)c2[nH]c1=O	6	0%	5%	-2%	15	-1%	14%	2%	3	-1	-0.3%
COc1ccc(CC(=O)Nc2ccc(C)c(S(=O)(=O)N3CCCCCC3)c2)cc1	·	·	0%	-8%	-3	·	7%	-19%	-1	-6	0.2%
CCCOCCOC(=O)C1=C(C)NC(=O)NC1c1cc(Cl)c(O)c(OC)c1 (stereo not given)	-3	9%	2%	-4%	-11	-3%	6%	12%	-6	-72*	0.2%
COc1cccc(/C=N/NC(=O)CC(=O)NCCc2ccccc2)c1OC	-1	2%	7%	-7%	-6	-9%	0%	4%	-2	11	0.3%
CCOC(=O)c1ccc(NC(=O)CSc2nnc(C3CCCCC3)n2C)cc1	0	0%	0%	-15%	-6	-25%	-2%	4%	1	9	-0.4%
COc1ccc(Br)c(-c2nnc(CS(=O)(=O)c3ccccc3)o2)c1	-2	-2%	1%	?	-7	·	-4%	2%	6	23	0.6%
CCC[C@@H]1C[C@@]1(CCC)[C@@H](NC(=O)c1ccccc1)c1ccc(C(=O)OC)cc1	2&-7	·	0%	5%	9	-13%&-3%	-10%	0%	-4	-15	0.1%
Cc1ccc(C(=O)OCC(=O)N(C)c2ccccc2)cc1C	0	1%	1%	2%	-13	-1%	0%	-3%	7	16	-0.4%
COc1ccc2c(c1)c([C@@H]1[C@H](C)[C@H]3CCCC[C@H]3CN1S(=O)(=O)c1ccc(C)cc1)cn2C	·	·	1%	4%	?	·	0%	-11%	-4	-10	-0.4%
O=c1[nH]c2cnccc2n1-c1ccccc1	1	3%	1%	-1%	-9	-6%	-6%	0%	4	-3	-0.2%
CCOC(=O)c1cnc2c(Cl)cccc2c1NCCN(C)C	1	0%	0%	0%	31[activator]	-6%	2%	5%	7	4	0.1%
